HP1b binding inh – blocks HP1-beta chromodomain binding to methylated histone tails; AID 540317; actives 0.56% (n = 390,000); AlphaScreen HP1-beta / biotin-H3K9me3 peptide binding; Potency, µM (series often up to 114 µM), for the others: at the top dose activity change, negative = inhibition, most hits filed as inhibitors; also: potency is read from the fitted curve at half-maximal effect; nearly all actives have a fitted effect of over 70% in size; inactives centre near 23
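HP1-beta protein (50 nM final) preincubated 30 min at room temperature with biotinylated H3(1-18)K9me3 peptide (50 nM) in PBS pH 7.4, 0.01% Tween-20, then compound added for 30 min. AlphaScreen streptavidin donor/nickel chelate acceptor beads (10 ug/mL final), 30 min dark, luminescence read.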
PI4K2A block – PI4K2A (human) kinase inhibition | Q9BTU6 | purified PI4K2A, ADP-Glo luminescence, 1 h; hits give low values | activity change, negative = inhibition, % at 76.9 µM | actives 0.13% (n = 420,000); in the data active = activity change below about -50%; inconclusive = mostly about -30% to -49%;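 also: -100% = wells without enzyme as full effect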
Target sequence (Q9BTU6 whole entry, looked up): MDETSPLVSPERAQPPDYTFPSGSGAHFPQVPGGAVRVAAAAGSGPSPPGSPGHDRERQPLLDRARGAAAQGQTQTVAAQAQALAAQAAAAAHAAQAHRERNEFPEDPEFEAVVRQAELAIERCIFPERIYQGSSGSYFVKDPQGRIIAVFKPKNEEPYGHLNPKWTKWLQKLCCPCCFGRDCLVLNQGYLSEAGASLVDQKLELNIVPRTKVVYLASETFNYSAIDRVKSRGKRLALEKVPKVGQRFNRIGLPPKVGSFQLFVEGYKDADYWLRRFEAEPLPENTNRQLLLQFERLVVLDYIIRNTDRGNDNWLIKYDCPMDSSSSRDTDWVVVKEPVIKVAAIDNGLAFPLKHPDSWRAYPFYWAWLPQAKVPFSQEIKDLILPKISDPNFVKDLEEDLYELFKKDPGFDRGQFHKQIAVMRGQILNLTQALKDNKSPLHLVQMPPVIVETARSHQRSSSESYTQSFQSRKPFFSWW
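ADP-Glo luminescence measured ADP generated by PI4K2A enzyme (4 ug/mL before mixing) with 1.2 mM PI substrate (pre-mix) and 300 microM ATP (pre-mix). Tris pH7.5 buffer with MgCl2, Triton X-100; 1 h reaction at ambient temperature.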
TrxR1 substrate – rat thioredoxin reductase 1 substrate activity. actives 0.01% (n = 390,000). Potency, µM (top dose mostly 114 µM), without a hit: at the highest dose activity change, negative = substrate turnover. O89049. purified TrxR1 substrate turnover, NADPH consumption readout; also: potency is read from the fitted curve at half-maximal effect; % is scaled to controls: 0 for no effect and ±100 for the full control effect; nearly all actives have a fitted effect of over 50% in size
Target sequence (O89049 whole entry, looked up): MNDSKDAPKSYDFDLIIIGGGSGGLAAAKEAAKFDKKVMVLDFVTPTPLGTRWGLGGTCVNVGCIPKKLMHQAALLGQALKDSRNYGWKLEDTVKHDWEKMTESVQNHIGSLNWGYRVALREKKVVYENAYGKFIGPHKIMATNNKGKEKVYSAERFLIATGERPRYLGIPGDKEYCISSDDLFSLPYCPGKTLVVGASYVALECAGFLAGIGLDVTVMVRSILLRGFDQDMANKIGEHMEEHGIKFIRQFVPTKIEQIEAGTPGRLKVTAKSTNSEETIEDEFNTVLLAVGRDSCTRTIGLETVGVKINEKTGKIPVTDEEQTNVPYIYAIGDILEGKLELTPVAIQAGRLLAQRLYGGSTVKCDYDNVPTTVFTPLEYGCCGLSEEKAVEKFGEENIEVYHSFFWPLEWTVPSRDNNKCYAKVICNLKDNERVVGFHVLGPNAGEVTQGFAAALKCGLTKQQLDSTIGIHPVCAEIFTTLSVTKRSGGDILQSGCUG
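Rat TrxR1, dispensed at 90 nM, was prereduced with 400 uM NADPH (final) for 5 min at ~22 deg C, then incubated with compound 15 min before 400 uM selenite. A first-read NADPH fluorescence drop versus no-compound background flagged substrates.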
rTrxR1 inhibitor – rat TrxR1 inhibition | AID 588453 | recombinant rTrxR1, NADPH fluorescence consumption, selenite substrate | O89049 | Potency, µM (series often up to 114 µM), inactives show at the top dose activity change, negative = inhibition, actives largely listed as inhibitors | actives 1% (n = 390,000); also: potency is read from the fitted curve at half-maximal effect; % is scaled to controls: 0 for no effect and ±100 for the full control effect; nearly all actives have a fitted effect of over 65% in size
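Rat TrxR1 (90 nM in the dispensed reagent) was pre-reduced with 400 uM NADPH for 5 min at room temperature, then incubated with compound for 15 min. After 400 uM selenite was added, NADPH fluorescence (Ex 340/Em 450 nm) was followed for 8 min.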
PGK inhibitor – T. brucei PGK inhibition. PGK/GAPDH coupled, Kinase-Glo luminescence, 60 min. Potency, µM (series often up to 57.5 µM), inactives show at the highest dose activity change, negative = inhibition, usual class: inhibitors. actives 0.043% (n = 380,000); also: potency is read from the fitted curve at half-maximal effect; % is scaled to controls: 0 for no effect and ±100 for the full control effect; nearly all actives have a fitted effect of over 60% in size
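Recombinant glycosomal PGK reaction used 1,3-bisphosphoglycerate generated in-well by GAPDH (100nM final) in 100mM TEA pH 7.6, 5mM MgCl2, 0.01% Tween-20. After 60 minutes at room temperature, ATP was read by Kinase-Glo Plus luminescence end-point.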
IDH1 R132H inh – human IDH1 R132H inhibition | Potency, µM (highest dose often 76.6 µM), without a hit: top-dose activity change, negative = inhibition, most hits filed as inhibitors | O75874 | AID 602179 | actives 0.093% (n = 390,000) | IDH1-R132H enzyme, NADPH consumption, diaphorase/resazurin fluorescence; also: potency is read from the fitted curve at half-maximal effect; % is scaled to controls: 0 for no effect and ±100 for the full control effect; nearly all actives have a fitted effect of over 65% in size
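IDH1-R132H (0.5 ug/mL dispensed) in pH 7.5 Tris buffer was preincubated 30 min with compound, then given a substrate mix of 0.016 mM NADPH and 2 mM alpha-KG for 80 min at room temperature; remaining NADPH was read by diaphorase/resazurin fluorescence.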
USP1 inh – blocks the human USP1/UAF1 deubiquitinase complex; O94782; recombinant USP1/UAF1, Ub-Rhodamine cleavage fluorescence; Potency, µM (top dose mostly 57.1 µM), without a hit: at the top dose activity change, negative = inhibition, actives largely listed as inhibitors; actives 0.23% (n = 390,000); AID 743255; also: potency is read from the fitted curve at half-maximal effect; % is scaled to controls: 0 for no effect and ±100 for the full control effect; nearly all actives have a fitted effect of over 60% in size; inactives centre near -12
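In this screen, compounds sit with the deubiquitinase complex (1nM) for 15 min at room temperature before Ub-Rho is added at 150nM final. Fluorescence rise is then followed for 6 reads every 60 seconds.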
GLS inh – blocks human kidney-isoform glutaminase activity; actives 0.21% (n = 410,000); AID 624170; GLS enzymatic activity, qHTS titration; Potency, µM (highest dose often 45.5 µM), inactives show at the highest dose activity change, negative = inhibition, most hits filed as inhibitors; also: potency is read from the fitted curve at half-maximal effect; % is scaled to controls: 0 for no effect and ±100 for the full control effect
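Two-point fluorescence kinetic (t0, 30 min RT) for hKGA; glutamate detected via glutamate oxidase–HRP–Amplex Red. Substrate: 1 mM L-glutamine solution; buffer 45 mM KH2PO4, pH 8.2.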
Pin1 inhibitor – blocks the human prolyl isomerase Pin1. Q13526. Potency, µM (doses to about 115 µM), for inactives: at the highest dose activity, negative = inhibition, hits mostly inhibitors. AID 504891. actives 0.009% (n = 390,000). Pin1 FP peptide displacement, HiFluor488, 10 min; active = well fitted inhibition curve with a large enough effect in the polarisation, with a control signal flat, not every such curve was filed as active; inconclusive = small, poorly fitted or top-dose-only effect, or effect the other way, or a change in a side signal; inactive = no such curve, though single readings can be large or run the other way; the % refers to the polarisation; also: potency is read from the fitted curve at half-maximal effect; % is scaled to controls: 0 for no effect and ±100 for the full control effect
* hit, by the source's call; i = inactive; ? = inconclusive; . = no result given; & = joins results of further samples; [ ] = remark or other dose. Unless noted, calls follow the shape of the dose curve; as a rule, active = well fitted curve in the direction sought with a large enough effect; inconclusive = small, poorly fitted or top-dose-only effect, or another doubt; inactive = no such curve, though single readings can be large; an effect the other way counts as inactive or inconclusive. Not all compounds are listed. The share of hits here may be higher or lower than overall.

Screens in order – HP1b binding inh, PI4K2A block, TrxR1 substrate, rTrxR1 inhibitor, PGK inhibitor, IDH1 R132H inh, USP1 inh, GLS inh, Pin1 inhibitor
1. CCOC(=O)c1c(C)[nH]c(C(=O)/C(C#N)=C/c2ccc(OC(F)F)c(OC)c2)c1C
    0%, 9, 1%[57.1 µM], -16%[57.1 µM], 1%, -2%, -6%, 27%, ?
2. CCC1(C)SC(N)=NN1C(C)=O (configuration not stated)
    9%, 2, 7%[57.1 µM], 14%[57.1 µM], 3%, 5%, -26%, 2%, -2%
3. COc1ccc(CCNC(=O)CCCCn2c(=O)c3ccccc3n(Cc3cc(C)ccc3C)c2=O)cc1OC
    14%, -12, -5%, 1%, i, -10%, -13%, 5%, 1%
4. O=C1CC(C(=O)N2CCN(S(=O)(=O)c3cccc(F)c3)CC2)CN1Cc1ccccc1Cl (configuration not stated)
    40%[activator], 1, -2%, -8%, 12%, 1%, ?, 3%, 3%
5. Cc1ccc(NC(=O)CCNS(=O)(=O)c2ccc3[nH]c(=O)oc3c2)cc1
    69%[activator], 4, -5%, 14%, i, -2%, -21%, 8%, 1%
6. CCCOc1ccc(NC(=O)CC2C(=O)N(C)C(=S)N2Cc2cccs2)cc1 (configuration not stated)
    22%, -10, -8%[11.4 µM], -5%[11.4 µM], 7%, 0%, -7%, 4%, 1%
7. O=[N+]([O-])c1cnccc1Nc1ccc(Cl)cc1
    -1%, 3, 6%[57.1 µM], 12%[57.1 µM], -10%, 4%, -1%, 2%, 1%
8. CCCc1cc(=O)[nH]c(SCC(=O)N2CCN(c3ccc(F)cc3)CC2)n1
    28%, -3, -6%, -3%, 3%, 0%, 5%, 34%[activator], 2%
9. COCCN(CC(=O)NCc1ccc2c(c1)OCO2)C(=O)CCC(=O)Nc1nccs1
    66%[activator], -1, 3%, 3%, -4%, -3%, -18%, -7%, 1%
10. O=C(O)c1cccc(C(=O)c2cccc(C(=O)O)c2)c1
    30%, 0, 7%, 25%, 4%, -3%, -27%, 0%, 0%
11. COC(=O)CCC(=O)Nc1cccc([N+](=O)[O-])c1
    33%, -3, 3%, 7%, -3%, 0%, -6%, 1%, -2%
12. Clc1ccc(-c2nnc(-c3cccc4ccccc34)o2)cc1
    19%[57 µM], -24, 53%[57.1 µM], 61%[57.1 µM], -3%, 4%, -14%, -18%, -4%
13. CC(=O)Nc1ccc(S(=O)(=O)/N=C2\C(=O)c3ccccc3C([O-])=C2n2cc[n+](-c3ccccn3)c2)cc1
    28%, ?, 9%, ?, -2%, 18%, 25µM*, 0%, -14%
14. O=C(CCn1c(=S)oc2ccccc21)Nc1ccc(F)cc1
    43%[activator], -6, 8%, 14%, 1%, -7%, -23%, 2%, -1%
15. Cc1cc(C(=O)N2CCCC(C(=O)c3ccc(Oc4ccccc4)cc3)C2)n[nH]1 (configuration not stated)
    15%, 0, 0%, 18%, -3%, 3%, -27%, -6%, -5%
16. C=CCn1c(SCc2ccccc2)nc(O)cc1=O
    35%, 1, -10%, -8%, -5%, 3%, -11%, -4%, -1%
17. O=C1CCCN1CCCNc1ccc2nnc(CCC(=O)N3CCN(c4ccccc4)CC3)n2n1
    43%[activator], -1, 2%, 11%, -1%, 8%, -11%, -5%, -2%
18. Cc1ccc2c(c1)C(O)(CC(=O)c1cccc(-n3cccc3)c1)C(=O)N2 (configuration not stated)
    ?, 4, 7%, 13%[57.1 µM], -4%, -2%, -21%, 4%, -9%
19. CN1CCN(CCCNC(=O)c2ccc(CS(=O)(=O)c3ccc(Br)cc3)o2)CC1
    29%, -2, 3%[57.1 µM], -10%[57.1 µM], -9%, 1%, -15%, 1%, 1%
20. CSc1nc2nccc(-c3ccc(Oc4ccccc4)cc3)n2n1
    20%, -4, 11%, -17%, 8%, 12%, 0%, 12%, 1%
21. Cc1cc(C)n2nc(NCc3ccccc3)nc2n1
    49%[activator], 1, 138%[activator], 6%, 3%, -5%, -21%, ., ?
22. CN1CCCN(C(=O)c2ccc(Cl)c(S(=O)(=O)N(C)c3ccccc3)c2)CC1
    28%, -1, 10%[57.1 µM], -3%[2.29 µM], ., 1%, -6%, 3%, -12%
23. Cc1ccc(CCNC(=O)c2cc(S(=O)(=O)N3CCCCC3)c[nH]2)cc1
    31%, 1, 0%, 13%, 0%, -1%, -21%, 1%, 2%
24. Cc1cccc(NC(=O)C2SC(=Nc3c(C)cccc3C)C(C(=O)N3CCOCC3)=C2N)c1 (configuration not stated)
    -23%, 4, -17%, ?, -1%, 1%, -14%, 2%, 2%
25. O=C(CCCN1C(=O)c2cccnc2Oc2ccc(Cl)cc21)N1CCCCC1
    82%[activator], 8, 8%[57.1 µM], 19%[57.1 µM], 8%, -7%, -22%, -5%, 1%
26. O=c1[nH]c2ccc(Cl)cc2c(O)c1-c1ccccc1
    17%, 2, 1%, 1%, -6%, 5%, -26%, -2%, -3%
27. COc1ccccc1C(=O)NCCC(=O)N(Cc1ccco1)Cc1cccs1
    4%, 0, -7%, ?, 1%, 3%, -2%, 10%, -2%
28. CCc1ccc(-c2csc(NC(=O)C3=NN(c4ccccc4)C(=O)CC3)n2)cc1
    36%, -5, -3%, 19%, ., -7%, -23%, -1%, 6%
29. O=C(N/N=C/c1ccccc1[N+](=O)[O-])c1ccc(CN2CCOCC2)cc1
    35%, 4, -1%, -2%, -1%, 11%, -23%, -5%, -9%
30. CCNC(=O)COc1ccc(/C=C2\COc3ccccc3C2=O)cc1OC
    4%, -2, 4%, ?, -7%, 8%, -13%, 0%, ?

Another view of 2 compounds above:
item	HP1b binding inh	PI4K2A block	TrxR1 substrate	rTrxR1 inhibitor	PGK inhibitor	IDH1 R132H inh	USP1 inh	GLS inh	Pin1 inhibitor	canonical_smiles
22	28%	-1	10%[57.1 µM]	-3%[2.29 µM]	.	1%	-6%	3%	-12%	CN1CCCN(C(=O)c2ccc(Cl)c(S(=O)(=O)N(C)c3ccccc3)c2)CC1
29	35%	4	-1%	-2%	-1%	11%	-23%	-5%	-9%	O=C(N/N=C/c1ccccc1[N+](=O)[O-])c1ccc(CN2CCOCC2)cc1

Continued.
Screens in order – HP1b binding inh, PI4K2A block, TrxR1 substrate, rTrxR1 inhibitor, PGK inhibitor, IDH1 R132H inh, USP1 inh, GLS inh, Pin1 inhibitor
31. COc1cccc(N2CC(C(=O)Nc3nnc(SCC(=O)c4ccccc4)s3)CC2=O)c1 (configuration not stated)
    13%, -1, -16%, -20%, -2%, 1%, -9%, 14%, 45%[activator]
32. CN1CCCN(C(=O)c2ccc(Br)cc2)CC1
    34%, -4, 6%, 14%, -11%, -10%, -22%, -4%, -2%
33. COc1cccc(C2=NOC(C(=O)Nc3cc(C)nn3-c3ccccc3)C2)c1OC (configuration not stated)
    17%, 3, -7%, 7%[57.1 µM], i, 0%, -17%, -7%, 4%
34. Cc1c(C(=O)NC2CCOC2)oc2c(F)cccc12 (configuration not stated)
    26%, 7, 3%, 16%, -8%, 9%, -11%, -3%, -9%
35. Cc1ccc(-c2nc(C3CCCN(S(=O)(=O)c4ccc(C(C)(C)C)cc4)C3)no2)cc1 (configuration not stated)
    47%[activator], 1, 0%, 23%, -3%, -8%, -18%, 2%, -5%
36. COc1cccc(CNS(=O)(=O)c2c(C)nc3scc(C)n3c2=O)c1
    71%&33%[activator], -1&-2, 34%&31%, 11%&-15%, -2%&-3%, 2%&15%, -16%&-9%, 2%&-1%, 5%&-2%
37. NC(=O)c1nsc(C(=O)N(c2ccccc2)C(C(=O)NC2CCCC2)c2ccc3ncccc3c2)c1N (configuration not stated)
    21%, 2, 41%, 10%[57.1 µM], -7%, -12%, -10%, -4%, 2%
38. Cc1nc(NC(=O)COC(=O)CCc2nc3ccccc3s2)c(Cl)cc1Cl
    24%, 1, -8%, 1%, -8%, 4%, -12%, 9%, -1%
39. N#CC(c1ccc(Cl)cc1)c1cccc(Cl)n1 (configuration not stated)
    43%[activator], 0, 0%, 23%, -5%, -7%, -12%, -6%, -1%
40. CCCn1c(CNC(=O)c2ccccc2)nc2ccccc21
    19%, 2, 8%, 5%, 0%, 7%, -12%, -5%, 1%
41. CCCc1nc(SCC(=O)Nc2nc3c(s2)CCCC3)c2ccccc2n1
    47%[activator], -3, -6%, 7%, i, 1%, -3%, -6%, 30%[activator]
42. O=C(Nc1cccc(-c2nc3ccccc3[nH]2)c1)c1c(F)cccc1F
    32%[activator], -9, -4%, 5%, -13%, 1%, ?, 4%, 0%
43. Cc1ccc(OCCNC(=O)c2ccccc2O)cc1
    29%, -19, 12%, -9%[57.1 µM], -8%, 0%, -13%, 4%, -8%
44. Cc1onc(-c2c(F)cccc2Cl)c1C(=O)Nc1cccc(Cn2cccn2)c1
    21%, -5, 7%, 15%, -1%, -2%, -9%, 6%, 5%
45. CCOC(=O)c1c(-c2ccccc2)csc1NC(=O)/C(C#N)=C/c1ccc(O)c(OC)c1
    ?, -1, -9%, 1%, 3%, 1%, -20%, 14%, ?
46. OCc1nc2ccccc2n1CCCOc1ccccc1
    29%, -1, 1%, 22%, -1%[11.5 µM], 7%, -25%, 1%, -11%
47. CS(=O)(=O)N(CC(=O)N1CCN(Cc2ccccc2)CC1)Cc1ccccc1
    26%, -1, -1%[57.1 µM], -18%, ., 0%, 5%, 4%, 6%

Compound activity (PubChem BioAssay)
